C-LANA FP = blocks KSHV LANA C-terminal domain binding to DNA | MBP-C-LANA/FAM-LBS DNA binding, fluorescence polarization | inhibition, % at 9 µM | actives 0.078% (n = 340,000) | AID 504423;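 active = highest replicate inhibition at or above 60% at 9 µM, even if other replicates fall short; inactive = all replicates below 60% inhibition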;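 note: 0% = neutral control wells and 100% = 4 µM acridine orange control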
Pemphigus Ab inh = inhibitors of pemphigus antibody binding to human desmoglein-3. P32926. DSG3-coupled beads, scFv-anti-DSG3-GFP binding, flow cytometry; stronger effect = lower value. binding (percent of control), % at 10 µM. actives 0.48% (n = 310,000). AID 588358;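 active = binding more than 3 SD below its plate's average and above zero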;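 note: hits lower antibody fragment binding to DSG3; some compounds called inactive have numbers as strong as hits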
MOR-DOR inv ag = inverse agonists of human mu-delta opioid receptor heterodimerization; actives 0.21% (n = 340,000); inhibition, % at 9.3 µM; cell-based MOR-DOR heterodimer luminescence, inverse agonism; in the data active = inhibition above about 22%, passing the limit was not always enough;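 note: 0% = cells with DMSO and 100% = wells without cells with DMSO; values of inactives mirror those of a sister screen read the other way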
Cardiac RTF inh = cardiac RTF calcium desensitization; P19429+P45379; actives 0.12% (n = 340,000); inhibition, % at 7.15 µM; IANBD-labeled cardiac RTF, Ca2+ fluorescence;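 active = inhibition above the mean inhibition of all tested compounds plus 3 SD, cut at about 17% in these data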;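 note: assay run at fixed EC70 calcium of 1.6 mM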
RTF Ca sens act = increases calcium sensitivity of human cardiac regulated thin filaments; activation, % at 7.2 µM; P19429+P45379; actives 0.24% (n = 340,000); IANBD-labeled TnC RTF fluorescence at EC20 calcium; 0% EC20 calcium, 100% full calcium;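 active = activation above the mean over all tested compounds plus 3 SD, cut at about 30% in these data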;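 note: rise in fluorescence read as greater calcium sensitivity of cardiac thin filaments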
Keap1-Nrf2 PPI = Keap1-Nrf2 (human) interaction inhibition. Q14145. Keap1 Kelch-Nrf2 peptide fluorescence polarization, 1536-well. inhibition, % at 9.4 µM. actives 0.15% (n = 340,000). AID 504523; in the data active = inhibition above about 12%;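 note: human Keap1 Kelch domain with fluorescein labeled Nrf2 9mer peptide probe; 0% = neutral control wells and 100% = peptide positive control; higher means more block of Keap1 binding to Nrf2 peptide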
Target sequence (Q14145 whole entry, looked up, the tested form may be a part): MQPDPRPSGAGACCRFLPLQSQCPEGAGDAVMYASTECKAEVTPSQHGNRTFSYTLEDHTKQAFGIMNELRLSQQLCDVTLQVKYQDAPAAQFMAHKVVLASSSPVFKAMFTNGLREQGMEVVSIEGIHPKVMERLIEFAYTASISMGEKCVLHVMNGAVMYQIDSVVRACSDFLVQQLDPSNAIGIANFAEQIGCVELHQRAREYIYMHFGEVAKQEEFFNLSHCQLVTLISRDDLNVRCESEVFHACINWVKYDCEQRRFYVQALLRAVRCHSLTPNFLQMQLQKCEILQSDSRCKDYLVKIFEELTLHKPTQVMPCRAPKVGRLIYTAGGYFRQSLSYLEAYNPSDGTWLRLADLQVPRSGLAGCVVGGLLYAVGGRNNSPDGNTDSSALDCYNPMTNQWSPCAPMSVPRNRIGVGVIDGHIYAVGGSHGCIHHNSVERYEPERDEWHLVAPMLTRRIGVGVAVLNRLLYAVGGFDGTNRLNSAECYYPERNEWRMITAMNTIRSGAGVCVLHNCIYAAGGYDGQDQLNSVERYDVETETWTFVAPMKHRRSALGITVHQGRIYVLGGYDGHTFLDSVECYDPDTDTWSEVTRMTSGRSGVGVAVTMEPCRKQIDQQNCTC
Wnt bcat act = Wnt/beta-catenin pathway activation. activation, % at 9.35 µM. AID 743398. actives 1.2% (n = 300,000). Wnt/beta-catenin reporter cell assay, activator, plate reader; in the data active = activation above about 30%, passing the limit was not always enough;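 note: 0% = neutral control wells and 100% = positive control wells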
Arrestin-AP2 inh = inhibitors of human beta-arrestin and AP2 interaction; inhibition, % at 10 µM; FITC-arrestin peptide / GST-AP2 beads, flow cytometry; AP2 beta2 appendage carries R879A mutation; actives 0.31% (n = 340,000);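 active = inhibition above a set limit, near 3 SD of compounds lacking own fluorescence, cut at about 54% in these data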;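 note: plate controls were DMSO wells for no effect and 5 µM unlabelled arrestin peptide for full effect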
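system = GST-tagged AP2 beta2-adaptin appendage (R879A) on 4 µm glutathione beads | reagent = FITC-labelled arrestin peptide probe, 50 nM final | schedule = compound with beads 12 min RT, then probe 1 h RT | signal = HyperCyt-sampled flow cytometry, FL1 channel, ex 488/em 535 nm | read-out = percent response from loss of bead-bound FITC fluorescence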
OPRM1-OPRD1 ag = agonists of human mu-delta opioid receptor heterodimerization. P35372+P41143. cells, OPRM1-OPRD1 heterodimerization, luminescence. activation, % at 9.3 µM. actives 0.3% (n = 340,000); in the data active = activation above about 18%;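 note: 0% = vehicle-treated cells and 100% = reference agonist; values of inactives mirror those of a sister screen read the other way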
V-ATPase pH = regulators of yeast V-ATPase proton transport. response, % at 10 µM. S. cerevisiae, pHLuorin cytosolic pH fluorescence. actives 0.37% (n = 350,000). AID 504577; in the data active = response mostly above about 7.3%, no sharp cut-off; inactive = mostly below about 5.4%; note: actives read high; inactives centre near 0; some compounds called inactive have numbers as strong as hits; reference of the scale not given here
* marks the source's active call; other numbers are inactive results; x = not tested or not shown.

SMILES	C-LANA FP	Pemphigus Ab inh	MOR-DOR inv ag	Cardiac RTF inh	RTF Ca sens act	Keap1-Nrf2 PPI	Wnt bcat act	Arrestin-AP2 inh	OPRM1-OPRD1 ag	V-ATPase pH
O=C(c1c(F)cccc1F)N1CCCC(c2nc(-c3ccc(Cl)cc3)no2)C1 (centres undefined)	0.2	118	-7	-3	-5	2	-1	6	1.5	2
COc1ccc(C2SCC(=O)N2C)cc1 (centres undefined)	2.1	105	2	-28	9	-1	x	0	-0.3	-1
COc1cccc(-c2cc(C(=O)N/N=C/c3ccc(OC)c(COC(C)=O)c3)c3ccccc3n2)c1	0.6	106	-4	-4	-4	-3	x	-3	1.0	3
CCn1cc(C(=O)N2CCN(c3ccc([N+](=O)[O-])cc3)CC2)c(=O)c2ccc(C)nc21	-1.0	101	8	2	-2	1	-4	-4	-1.3	2
CC(C)c1ccc(NC(=O)c2ccc(NC3=NC4CS(=O)(=O)CC4S3)cc2)cc1 (centres undefined)	0.6	103	13	-8	-1	3	2	2	-2.1	-4
COC(=O)Nc1nc(-c2ccccc2)c(C(=O)c2ccc(Cl)cc2)s1	1.1	91	3	-2	-3	-2	x	19	-0.5	7
Cc1cc(C)n(-c2ccc(C(=O)NC3=NCCS3)cc2)n1	-0.2	x	11	1	-1	-4	27	8	-2.2	1
CCN(CC)CCn1c(=S)[nH]c2ccc(Br)cc2c1=O	-0.4	97	13	-9	0	-5	2	2	-2.8	-3
COC(=O)c1ccccc1OCCCCN1CC(C)OC(C)C1 (centres undefined)	0.2	105	13	5	6	0	9	-6	-2.5	-2
CCCc1c(C(=O)Nc2ccc(OC)cc2)cnn1-c1ccccc1	-0.8	x	-3	-6	12	-6	26	-9	0.7	0
O=C(CCc1ccccc1)Nc1ccc(S(=O)(=O)N2CCCC2)cc1	-0.1	103	9	0	-1	-5	-2	-8	-2.1	-2
O=C(NC12CC3CC(CC(C3)C1)C2)c1ccc([N+](=O)[O-])o1	-1.6	110	-31	4	-3	-3	-2	28	6.6	-2
NC(=O)CC(NC(=O)c1ccc(Br)cc1)c1ccc(NC2CCCCCCC2)c([N+](=O)[O-])c1 (centres undefined)	1.1	105	-5	-3	-1	-6	8	-4	0.9	-2
COC(=O)[C@@H](Cc1ccccc1)NS(=O)(=O)N[C@H](Cc1ccccc1)C(=O)OC	-1.2	102	14	-12	9	-9	0	6	-2.5	-1
Cc1nn(CCc2nn[nH]n2)c2nc(-c3ccc(Br)cc3)cc(C(F)(F)F)c12	-2.5	116	13	6	1	-2	-2	-14	-2.8	2
CC(=O)Nc1nc2ccccc2n1Cc1ccc(Cl)cc1	-1.0	100	10	-2	3	-5	0	-1	-2.0	-1
COc1ccc(CC(=O)Nc2cccnc2)cc1	0.5	109	14	-3	-1	-6	-1	12	-2.7	8
CCOc1ccc(CN2CCNC(=O)C2CC(=O)NCCN2CCOC2=O)cc1 (centres undefined)	-1.3	98	10	2	-1	-1	-2	26	-1.9	1
CC(=O)c1sc(NC(=O)C2CCN(C(=O)c3ccccc3C)CC2)nc1-c1ccccc1	2.0	103	10	-10	-4	3	1	30	-2.0	3
COc1ccc(C(=O)OCC(=O)NC(Cc2ccccc2)C(C)=O)cc1S(=O)(=O)N1CCCC1 (centres undefined)	0.7	101	18	0	0	-2	1	-6	-3.6	-7
CC1CCN(C(=O)CCc2nnc3ccc(NCCCN4CCCC4=O)nn23)CC1	0.5	105	17	-2	-2	-6	0	1	-3.2	1
COc1ccc(S(=O)(=O)Cc2ccc(C(=O)N3CCN(c4ccccc4)CC3)o2)cc1	0.0	105	13	-6	-5	3	0	0	-2.6	-4
CCOc1ccc(NC(=O)CCCN2C(=S)NC(C)(C)CC2C)cc1 (centres undefined)	-0.8	107	22	-4	6	3	2	36	-4.0	-7
CCOC(=O)C1=C(C)NC2=C(C(=O)CC(C)(C)C2)C1c1ccc(O)c(OCC)c1 (centres undefined)	-0.8	78	1	-2	2	-5	-1	11	-0.2	-2
O=c1c(Cc2ccc(Cl)cc2)c(O)ccn1Cc1cccc(Cl)c1	0.8	95	5	2	-3	-2	-5	7	-1.0	0
COc1ccc(N(CC(=O)Nc2ccc3c(c2)OCCO3)S(C)(=O)=O)c(OC)c1	0.0	96	1	-2	1	-6	x	13	-0.2	-4
COc1ccc(N2CCN(C(=O)c3cccc(NC(=O)c4ccco4)c3)CC2)cc1	0.0	108	13	-1	-3	-3	1	-9	-2.3	-2
CCN1CCN(CC(=O)n2c3c(c4ccccc42)CC(C)CC3)CC1 (centres undefined)	0.8	x	-1	-3	2	-3	-3	-6	0.3	6
Cc1nn(C)c(C)c1-c1c(C#N)c(N)nc2c1CCCCCC2	1.0	80	18	3	-1	-3	-6	-4	-3.4	-3
Cc1ccccc1NC(=O)CCN1CCCCCC1	-0.3	106	5	-14	0	0	-8	15	-0.9	-1
O=C(N/N=C/c1cc2c(cc1[N+](=O)[O-])OCO2)c1ccccn1	0.4	74	0	-5	-2	4	4	12	0.1	5
O=C(Nc1nnc(CCN2CCCCC2)s1)c1ccccc1Cl	-0.5	113	16	5	8	0	1	-11	-3.5	-1
Cc1ccc2c(c1)C(=O)N1[C@H]3c4cc(Cl)ccc4OC[C@@H]3[C@H](c3ccccc3)[C@]1(C)C(=O)N2	-0.5	96	-11	-16	-8	-1	0	7	1.8	3
Cn1c(CNC(=O)c2ccccc2F)nnc1SCC(=O)NCc1ccccc1	-1.0	96	5	-8	1	-3	-6	0	-0.9	1
NC(=S)n1[nH]c(-c2ccc([N+](=O)[O-])cc2)c(N=Nc2cccc([N+](=O)[O-])c2)c1=O	0.1	101	-7	2	-10	-1	-3	8	1.1	-1
O=C(c1cccc(S(=O)(=O)NCc2ccccc2)c1)N1CCCC(C(F)(F)F)C1 (centres undefined)	0.4	103	0	-8	4	-4	3	-7	0.0	-3
Cc1nnc(SCc2ccc(CSc3nnc(C)c(=O)[nH]3)cc2)[nH]c1=O	-0.4	104	9	-6	-1	-4	-1	8	-1.6	0
O=C(COc1ccc(Br)cc1)N1CCN(c2ccc([N+](=O)[O-])c(N3CCCCC3)c2)CC1	-1.4	112	-7	-3	-17	3	-4	24	1.3	-2
O=C(Cc1c[nH]c2ccccc12)N1CCN(S(=O)(=O)c2ccc(Cl)cc2)CC1	2.6	102	5	-10	-5	-2	-3	9	-0.8	2
CCOC(=O)/C(C(N)=NCCCO)=C(/O)c1ccccc1	2.4	98	-5	1	6	-1	-1	9	0.9	-5
Cc1cccc(NC(=S)NC2CCCC2)c1C	0.9	111	3	-9	3	-6	0	30	-0.5	-7
CCCCNC(=O)N(C)c1nc2ccccc2s1	6.3	101	-1	5	-5	-1	5	-7	0.2	-2
Cc1ccc(-c2nn(-c3ccccc3)cc2/C=N/n2c(-c3ccncc3)n[nH]c2=S)cc1	-1.0	97	x	x	x	-2	18	-11	x	2
C=CCOC(=O)C1=C(C)NC(C)=C(C(=O)OCC=C)C1c1ccc(C)o1	0.2	111	5	8	-6	0	-8	21	-1.0	-3
CC(=O)N/C(=N/c1nc(C)cc(C)n1)Nc1cc(C)cc(C)c1	1.8	103	-2	-1	-4	1	0	-6	0.5	0

As a short view, some entries already given:
SMILES	C-LANA FP	Pemphigus Ab inh	MOR-DOR inv ag	Cardiac RTF inh	RTF Ca sens act	Keap1-Nrf2 PPI	Wnt bcat act	Arrestin-AP2 inh	OPRM1-OPRD1 ag	V-ATPase pH
O=C(N/N=C/c1cc2c(cc1[N+](=O)[O-])OCO2)c1ccccn1	0.4	74	0	-5	-2	4	4	12	0.1	5
O=C(Nc1nnc(CCN2CCCCC2)s1)c1ccccc1Cl	-0.5	113	16	5	8	0	1	-11	-3.5	-1
Cc1ccc2c(c1)C(=O)N1[C@H]3c4cc(Cl)ccc4OC[C@@H]3[C@H](c3ccccc3)[C@]1(C)C(=O)N2	-0.5	96	-11	-16	-8	-1	0	7	1.8	3
Cn1c(CNC(=O)c2ccccc2F)nnc1SCC(=O)NCc1ccccc1	-1.0	96	5	-8	1	-3	-6	0	-0.9	1
NC(=S)n1[nH]c(-c2ccc([N+](=O)[O-])cc2)c(N=Nc2cccc([N+](=O)[O-])c2)c1=O	0.1	101	-7	2	-10	-1	-3	8	1.1	-1
O=C(c1cccc(S(=O)(=O)NCc2ccccc2)c1)N1CCCC(C(F)(F)F)C1 (centres undefined)	0.4	103	0	-8	4	-4	3	-7	0.0	-3
Cc1nnc(SCc2ccc(CSc3nnc(C)c(=O)[nH]3)cc2)[nH]c1=O	-0.4	104	9	-6	-1	-4	-1	8	-1.6	0
O=C(COc1ccc(Br)cc1)N1CCN(c2ccc([N+](=O)[O-])c(N3CCCCC3)c2)CC1	-1.4	112	-7	-3	-17	3	-4	24	1.3	-2
O=C(Cc1c[nH]c2ccccc12)N1CCN(S(=O)(=O)c2ccc(Cl)cc2)CC1	2.6	102	5	-10	-5	-2	-3	9	-0.8	2
CCOC(=O)/C(C(N)=NCCCO)=C(/O)c1ccccc1	2.4	98	-5	1	6	-1	-1	9	0.9	-5
Cc1cccc(NC(=S)NC2CCCC2)c1C	0.9	111	3	-9	3	-6	0	30	-0.5	-7

The list continues.
SMILES	C-LANA FP	Pemphigus Ab inh	MOR-DOR inv ag	Cardiac RTF inh	RTF Ca sens act	Keap1-Nrf2 PPI	Wnt bcat act	Arrestin-AP2 inh	OPRM1-OPRD1 ag	V-ATPase pH
CCC(=O)N1c2ccc(S(=O)(=O)N3CCN(c4cc(C)ccc4C)CC3)cc2CC1C (centres undefined)	0.1	98	7	-12	-4	-3	-1	18	-1.4	0
CC(C)CN(C(=O)COC(=O)c1ccccn1)c1c(N)n(Cc2ccccc2)c(=O)[nH]c1=O	0.3	101	7	3	9	-6	2	-1	-1.4	2
COc1cc(C(=O)Nc2ccc(C(F)(F)F)cc2)ccc1OCC(=O)N1CCOCC1	0.6	106	6	-10	-2	0	7	10	-0.9	2
CC(C(=O)Nc1ccncc1)(c1ccccc1)c1ccccc1	1.2	106	18	-1	-2	6	x	4	-3.8	0
CC(C)(C)c1cc(C(F)(F)F)n2ncc(-c3ccccc3)c2n1	-1.3	101	-15	-9	1	2	-1	-1	2.9	-4
CCCC(c1nnnn1CC(=O)OCC)N(Cc1cc2c(C)cc(C)cc2[nH]c1=O)C1CCCC1 (centres undefined)	1.2	112	4	-4	-1	2	x	0	-0.9	8
O=S(=O)(c1cccs1)N1CCC(CO)(Cc2ccc(Cl)cc2)CC1	1.7	109	-25	-1	-2	1	-1	36	4.9	-2

Source: PubChem
